HCV inhibitor: qHTS Assay for Inhibitors of Hepatitis C Virus (HCV); Huh7.5.1 HCVcc-Cre infection, luciferase reporter, 44 h; Potency, µM (highest dose often 41.8 µM), inactives show top-dose activity change, negative = inhibition, actives largely listed as inhibitors; actives 3.4% (n = 340,000); AID 651820, 2012
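Cells seeded at 1,000/well and cultured 4 h, then compounds added followed by HCVcc-Cre virus (~0.5 moi). After 44 h further culture, luciferase substrate was added, plates held 15 min at room temperature, and luminescence read for 15 sec.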
TbPYK inhibitor: qHTS of Trypanosoma Brucei Inhibitors; pyruvate kinase (Trypanosoma brucei), Q57TT1; TbPYK enzyme, Kinase-Glo Plus ATP luminescence, 45 min; Potency, µM (highest dose often 76.8 µM), without a hit: top-dose activity, negative = inhibition, most hits filed as inhibitors; actives 0.12% (n = 410,000); AID 624173, 2012; also: nearly all actives have a fitted effect of over 50% in size
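Luminescent Kinase-Glo Plus end-point after 45 min room-temperature reaction of T. brucei pyruvate kinase started with 130 uM ADP (final). Buffer TEA 50 mM pH 7.2 with KCl, MgCl2, BSA, Tween-20; titration-based qHTS with fitted concentration-effect curves.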
LmPK inh: qHTS Assay for Inhibitors of Leishmania Mexicana Pyruvate Kinase (LmPK); purified LmPK, Kinase-Glo ATP luminescence, 1 h; Potency, µM (titrated, usually from 57.5 µM), without a hit: at the highest dose activity change, negative = inhibition, actives largely listed as inhibitors; actives 0.37% (n = 290,000)
Target sequence (Q27686 whole entry, looked up): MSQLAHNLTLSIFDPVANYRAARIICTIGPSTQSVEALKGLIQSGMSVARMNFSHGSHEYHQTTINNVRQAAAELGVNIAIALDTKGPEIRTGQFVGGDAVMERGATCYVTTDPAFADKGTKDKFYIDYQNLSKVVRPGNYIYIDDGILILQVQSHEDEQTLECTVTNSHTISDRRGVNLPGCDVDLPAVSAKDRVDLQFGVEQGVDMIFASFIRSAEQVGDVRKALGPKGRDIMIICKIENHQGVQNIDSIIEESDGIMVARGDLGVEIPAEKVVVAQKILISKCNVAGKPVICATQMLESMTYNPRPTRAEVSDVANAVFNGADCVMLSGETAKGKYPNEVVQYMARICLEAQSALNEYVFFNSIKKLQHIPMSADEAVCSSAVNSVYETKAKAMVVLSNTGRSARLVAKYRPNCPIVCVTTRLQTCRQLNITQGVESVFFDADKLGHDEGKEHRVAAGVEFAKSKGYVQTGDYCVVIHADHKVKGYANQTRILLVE
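0.1 nM LmPK, 0.5 mM PEP, 0.1 mM ADP; 50 mM imidazole pH 7.2, 7 mM MgCl2, 50 mM KCl; 1 h RT. Kinase-Glo luminescence readout, normalized to no-enzyme (full inhibition) and uninhibited wells.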
Pf growth 48h: Primary qHTS for delayed death inhibitors of the malarial parasite plastid, 48 hour incubation; P. falciparum luciferase growth in erythrocytes, 48 h; Potency, µM (top dose mostly 28.7 µM), for the others: at the highest dose activity change, negative = inhibition, most hits filed as inhibitors; actives 5.9% (n = 310,000)
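First compound was added to culture medium, then infected red cells at 0.1% parasitemia and 2% hematocrit (final). After incubation at 37 C under 5% CO2, luciferase detection reagent was dispensed and light output recorded.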
Sm TGR block: qHTS Assay for the Inhibitors of Schistosoma Mansoni Peroxiredoxins | Schistosoma mansoni thioredoxin glutathione reductase (TGR), Q962Y6 | purified TGR, DTNB reduction, TNB absorbance 405 nm | Potency, µM (top dose mostly 114 µM), for the others: at the top dose activity change, negative = inhibition, actives largely listed as inhibitors | actives 3% (n = 360,000) | AID 485364, 2010; also: nearly all actives have a fitted effect of over 60% in size
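Kinetic colorimetric format: TGR-catalysed, NADPH-driven DTNB reduction monitored via TNB absorbance. Enzyme dispensed at 20 nM; compound exposure 15 min at room temperature before reaction start.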
Pf growth 96h: Primary qHTS for delayed death inhibitors of the malarial parasite plastid, 96 hour incubation. P. falciparum luciferase reporter growth, 96 h. Potency, µM (series often up to 28.7 µM), for inactives: at the top dose activity change, negative = inhibition, most hits filed as inhibitors. actives 6.9% (n = 320,000). AID 504834, 2011
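Erythrocytes infected with luciferase-expressing P. falciparum were dispensed at 2% hematocrit and 0.05% parasitemia (final), then incubated with compounds 96 hours at 37 C in 5% CO2. Luminescence after detection reagent addition reported growth.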
Active calls of the source: *; ? = inconclusive; · = not tested or not shown; & = joins results of further samples; [ ] = another dose, or the depositor's remark. Calls follow the shape of the dose curve; as a rule, active = well fitted curve in the direction sought with a large enough effect; inconclusive = small, poorly fitted or top-dose-only effect, or another doubt; inactive = no such curve, though single readings can be large; an effect the other way counts as inactive or inconclusive. % is scaled to controls: 0 for no effect and ±100 for the full control effect; potency is read from the fitted curve at half-maximal effect.

1	CCC(CC)c1nnc(NC(=O)c2ccc3c(c2)OCO3)s1
2	CCN1C(=O)c2ccccc2Sc2ccc(C(=O)NCCC(C)C)cc21
3	COCc1nnc(NC(=O)CCN2C(=O)c3ccccc3C2=O)s1
4	CCc1ccccc1NC(=O)CN(C)C(=O)c1cc(C2CC2)nn1-c1ccccc1
5	CCOC(=O)C1CCN(Cc2coc3c(Cl)cc(Cl)cc3c2=O)CC1
6	COc1ccc(Cn2nnnc2C(c2cc3ccc(OC)cc3[nH]c2=O)N2CCCCCC2)cc1 (stereo unspecified)
Screen / compound no. | 1 | 2 | 3 | 4 | 5 | 6
HCV inhibitor | 7% | ? | 12% | -19% | -5% | -5%
TbPYK inhibitor | -9% | 7% | -4% | 0% | 7% | 6%
LmPK inh | -5% | 3% | -1% | · | -2% | 1%
Pf growth 48h | 35%[activator] | ? | 48%[activator] | ? | 40%[activator] | 9.3µM*
Sm TGR block | 0% | -21% | -12% | -20% | -20% | 18µM*
Pf growth 96h | 16% | 23% | 39%[activator] | ? | 154%[activator] | 8%

7	NCCCCCc1nnc(SCc2ccc(Cl)cc2Cl)o1
8	CCOC(=O)c1cc(CC)sc1/N=C/c1c(O)ccc2ccccc12
9	Cc1nc2ccc3nc(NC(=O)C4COc5ccccc5O4)sc3c2s1 (stereo unspecified)
10	Cn1nnc(NC(=S)NC(=O)c2ccco2)n1
11	C=CCOc1c2ccc(C(=O)N(CC)c3ccc(OC)cc3)cc2nn1C
12	O=C(CSc1nnc(C2CC2)n1CC1CCCO1)Nc1ccccc1Cl (stereo unspecified)
Screen / compound no. | 7 | 8 | 9 | 10 | 11 | 12
HCV inhibitor | 1% | -27% | -6%&30% | 19% | -1% | 22%
TbPYK inhibitor | · | -4% | 2% | -27% | -10% | 3%
LmPK inh | 0% | -4% | 5% | -1% | -4% | -3%
Pf growth 48h | 0% | 39%[activator] | -5% | 27% | ? | 16%
Sm TGR block | -28% | ? | -1% | ? | -4% | -3%
Pf growth 96h | -3% | 39% | ? | -8% | ? | 25%

An excerpt of these results, bar-delimited.
No. | molecule | HCV inhibitor | TbPYK inhibitor | LmPK inh | Pf growth 48h | Sm TGR block | Pf growth 96h
7 | NCCCCCc1nnc(SCc2ccc(Cl)cc2Cl)o1 | 1% | · | 0% | 0% | -28% | -3%
8 | CCOC(=O)c1cc(CC)sc1/N=C/c1c(O)ccc2ccccc12 | -27% | -4% | -4% | 39%[activator] | ? | 39%
9 | Cc1nc2ccc3nc(NC(=O)C4COc5ccccc5O4)sc3c2s1 (stereo unspecified) | -6%&30% | 2% | 5% | -5% | -1% | ?
10 | Cn1nnc(NC(=S)NC(=O)c2ccco2)n1 | 19% | -27% | -1% | 27% | ? | -8%
11 | C=CCOc1c2ccc(C(=O)N(CC)c3ccc(OC)cc3)cc2nn1C | -1% | -10% | -4% | ? | -4% | ?
12 | O=C(CSc1nnc(C2CC2)n1CC1CCCO1)Nc1ccccc1Cl (stereo unspecified) | 22% | 3% | -3% | 16% | -3% | 25%

The list continues.
13	COc1cccc(C(=O)N(Cc2cccs2)C2CCS(=O)(=O)C2)c1 (stereo unspecified)
14	Cc1c(C(=O)/C=C/N(C)C)nnn1-c1ccc(Cl)c(Cl)c1
15	COc1cccc(CC(NC(C)=O)C(=O)NC2CCN(S(=O)(=O)c3ccc(NC(C)=O)cc3)CC2)c1OC (stereo unspecified)
16	COc1ccc(/C=C\c2nc(O)c([N+](=O)[O-])c(=O)[nH]2)cc1O
17	CCCCN1CC(C(=O)NCc2ccc(C)cc2)CC1=O (stereo unspecified)
18	COc1ccc(NC(=O)COC(=O)c2ccccc2SCC(=O)N2CCCC2)cc1
Screen / compound no. | 13 | 14 | 15 | 16 | 17 | 18
HCV inhibitor | -2% | ? | 14% | 35%[activator] | 15% | -1%[8.37 µM]
TbPYK inhibitor | -4% | 3% | 0% | 1% | 1% | -5%
LmPK inh | 1% | 0% | -2% | -3% | -7% | ·
Pf growth 48h | -4% | ? | -7% | -12%[0.00184 µM] | · | 11%
Sm TGR block | 0% | -12% | 1% | -11% | -2% | 8%
Pf growth 96h | 10% | 26% | 3% | 33%[activator] | -16% | 0%

19	Cc1ccc(S(=O)(=O)N2CCOCC2)cc1NC(=O)CNC1CCCC1
20	CCOC(=O)c1sc(NC(=O)CCN2CCN(C)CC2)c(C(=O)OCC)c1C
21	CN(C)S(=O)(=O)c1ccc(Cl)c(C(=O)NCc2ccco2)c1
22	CNC(=S)N(Cc1cc2cc(OC)c(OC)cc2[nH]c1=O)C1CCCC1
23	O=C1/C(=C\c2ccc(Cl)c(Cl)c2)N2CCC1CC2
24	C#CCOCCOCCOCCNc1nc(N2CCN(C(=O)[C@H]([C@@H](C)CC)n3cc([C@@H](N)Cc4ccc(O)cc4)nn3)CC2)nc(N2CCN(C(=O)[C@H]([C@@H](C)CC)n3cc([C@@H](N)Cc4ccc(O)cc4)nn3)CC2)n1
Screen / compound no. | 19 | 20 | 21 | 22 | 23 | 24
HCV inhibitor | -12% | 14µM* | 2% | 4% | -14% | 8%
TbPYK inhibitor | 5% | -5% | -22% | -4% | 1% | -12%
LmPK inh | -7% | -6% | -3% | 1% | 3% | 8%
Pf growth 48h | 20% | 5% | · | ? | 44% | 1.9µM*
Sm TGR block | -18% | -10%[57.1 µM] | 29% | 5% | ? | -1%
Pf growth 96h | 11% | 8% | 14% | 3% | 14% | 1.9µM*

25	Fc1ccc(CNC2CN3CCC2CC3)cc1 (stereo unspecified)
26	CCN(NC(=O)C(O)(c1ccc(F)cc1)c1ccc(F)cc1)C(=O)c1ccccc1
27	COC(=O)c1ccccc1NC(=O)c1ccc(-c2ccc(Br)cc2)o1
28	O=S(=O)(c1ccc(Br)cc1)N1CCC(c2nc3ccccc3[nH]2)CC1
29	Nc1nc(Br)c2c(F)cccc2c1-c1ccc(F)cc1
30	COc1ccccc1OCc1ccc(C(=O)N2CCN3CCCC3C2)cc1 (stereo unspecified)
Screen / compound no. | 25 | 26 | 27 | 28 | 29 | 30
HCV inhibitor | -5% | 3% | -29% | -5% | ? | -10%
TbPYK inhibitor | 8% | -15% | 8% | 5% | -5% | -1%
LmPK inh | -1% | 5% | 5% | -4% | -1% | -1%
Pf growth 48h | 21% | 17% | · | ? | ? | ·
Sm TGR block | 7% | 0% | -22% | -9% | 9% | 0%
Pf growth 96h | ? | 17% | ? | 37%[activator] | ? | 0%

31	CCCCNS(=O)(=O)c1ccc(NC(=O)Cc2ccc(OC)cc2)cc1
32	O=C(Nc1cccc(Br)c1)c1ccc2snnc2c1
33	CC(=O)Nc1nnc(CCN(CCc2nnc(NC(C)=O)s2)[N+](=O)[O-])s1
34	O=C(COc1cccnc1[N+](=O)[O-])N1CCc2ccccc2C1
35	Cc1cccc(C)c1NC(=S)N/N=C/c1ccc(C(=O)O)cc1
36	CCOP(=O)(OCC)C(C)(C)NC(=O)Nc1ccc(Cl)c(Cl)c1
Screen / compound no. | 31 | 32 | 33 | 34 | 35 | 36
HCV inhibitor | ? | ? | 1% | 2% | 4% | -1%
TbPYK inhibitor | 3% | -1% | 1% | -2% | -3% | 1%
LmPK inh | 2% | 0% | 0% | -22% | -7% | 8%
Pf growth 48h | -1%[5.75 µM] | -4% | 2% | -15% | -7% | -3%
Sm TGR block | 7% | 5% | 6% | -1% | ? | -5%
Pf growth 96h | 12% | -24% | -1% | 18% | -29% | -1%

37	COc1ccccc1/C=C1\SC(=S)N(CCC(=O)NNC(=O)c2ccccc2O)C1=O
38	CCC(=O)c1c(NCCc2ccccc2)cc(C)oc1=O
39	Cc1ccnc(NC(=O)c2cc3cc(F)ccc3s2)c1
40	O=C(NCC(=O)N(Cc1ccccc1)C(C(=O)NCC1CCCO1)c1ccccc1)c1cccs1 (stereo unspecified)
41	COc1ccc(/C=N/Nc2nonc2N)cc1OC
42	CCOP(=O)(OCC)/C(=N/OC(=O)c1ccc(Cl)cc1Cl)C(N)=O
Screen / compound no. | 37 | 38 | 39 | 40 | 41 | 42
HCV inhibitor | ? | ? | ? | -7% | -6% | 7%
TbPYK inhibitor | 2% | 1% | 0% | -8% | -3% | -6%
LmPK inh | 8% | -4% | 0% | 12% | -5% | 3%
Pf growth 48h | 4% | -7% | -3% | ? | 3% | 1%
Sm TGR block | -5% | 23% | -2% | 7% | 0% | 6.3µM*
Pf growth 96h | 6% | ? | -75% | 2% | ? | 13%

43	Nc1c(C(=O)N2CCOCC2)oc2ccccc12
44	COc1ccc(NC(=O)Cn2nnc(C(=O)NCc3cccs3)c2N)c(OC)c1
45	COc1ccc(C(=O)Nc2ccc(S(=O)(=O)N3CCCC3)cc2)cc1[N+](=O)[O-]
46	CCOC(=O)[C@@H]1[C@H]2COc3ccccc3[C@@H]2N2C(=O)N(c3cccc(Cl)c3)C(=O)[C@@]12C
47	Cc1ccc(S(=O)(=O)N2CCN(C(=O)CC(C)C)CC2)cc1
48	O=C(COc1ccccc1)OCC(=O)c1ccc(S(=O)(=O)N2CCCCC2)cc1
Screen / compound no. | 43 | 44 | 45 | 46 | 47 | 48
HCV inhibitor | 5% | ? | -22% | -10% | 9% | 4%
TbPYK inhibitor | 1% | -2% | 0% | 0% | 5% | 0%
LmPK inh | 1% | 0% | -6% | 0% | 3% | ·
Pf growth 48h | 12% | -2% | ? | -71% | 165%[activator] | -3%
Sm TGR block | 0% | 2% | -2% | -2% | -4% | -6%
Pf growth 96h | ? | ? | ? | 10µM* | 32%[activator] | -19%

49	C=CCN1C(=O)c2ccccc2C1(O)Cc1ccccc1 (stereo unspecified)
50	O=S(=O)(Nc1nc2ccccc2nc1N1CCN(c2ccccc2)CC1)c1ccc(F)cc1
51	CCCn1c(-c2ccc[nH]c2=O)nc2cc(C)c(C)cc21
52	CC(O)CN(Cc1ccc(Cl)cc1)CC(C)O (stereo unspecified)
53	Cc1cccc(NC(=O)CN2C(=O)N/C(=C/c3cc(C)n(-c4cccnc4)c3C)C2=O)c1
54	CCn1nc(C(=O)N2CCc3ccccc32)c2ccccc2c1=O
Screen / compound no. | 49 | 50 | 51 | 52 | 53 | 54
HCV inhibitor | 6% | 5% | -18% | 13% | 18% | 7%
TbPYK inhibitor | 12% | 2% | -4% | 6% | 3% | 4%
LmPK inh | 1% | 3% | -15% | -1% | 0% | ·
Pf growth 48h | 6%[0.00184 µM] | 10% | 157%[activator] | 50%[activator] | 3% | ?
Sm TGR block | 16% | -28% | 14% | -15% | 1% | 1%
Pf growth 96h | -33% | -3% | 55%[activator] | 71%[activator] | ? | ?

55	CSCCC(NC(=O)c1cccc(S(=O)(=O)N2CCOCC2)c1)c1nc2ccccc2[nH]1 (stereo unspecified)
56	COC(=O)c1cc(NC(=O)CC2C(=O)NCCN2C(=O)c2ccc(F)cc2)cc(C(=O)OC)c1 (stereo unspecified)
57	Cc1cccc(NC(=O)CCN2CCN(C)CC2)c1
58	Cc1ccc(CNC(=O)c2ccc(N3CCC4(CC3)CC(c3cccc(Br)c3)=NO4)c(NC(=O)c3ccccc3)c2)cc1
59	Cc1cc(C)n(C(=O)C2CCCN2S(=O)(=O)c2ccc(Cl)cc2)n1 (stereo unspecified)
Screen / compound no. | 55 | 56 | 57 | 58 | 59
HCV inhibitor | -7% | 27% | -14% | ? | 8%
TbPYK inhibitor | -5% | 3% | 0% | 0% | 0%
LmPK inh | · | 3% | -2% | · | 4%
Pf growth 48h | -26% | 13% | 2% | 9.3µM* | 13%
Sm TGR block | -6% | 1% | -1% | -11% | -23%
Pf growth 96h | -22% | · | 18% | ? | 26%
